Bioassay records: PubChem BioAssay, several laboratories
S1P2 agonist = S1P2 (human) receptor agonism | AID 729 | S1P2-expressing cell line, agonist reporter read-out | O95136 | activation, % at 4.5 µM | actives 0.46% (n = 97,000); in the data active means activation above about 16%;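 further: 0% = vehicle low control and 100% = maximal reference agonist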
PTPN22 act = increases human PTPN22 phosphatase activity | AID 697 | Q9Y2R2 | recombinant LYP, DiFMUP fluorescence; 0 = plate median, 100 = signal doubled | actives 0.11% (n = 96,000) | activation, % at 2 µM;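 active means activation at 2 µM above a set limit, the mean plus 5 SD, cut at about 37% in these data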
Target sequence (Q9Y2R2 whole entry, looked up): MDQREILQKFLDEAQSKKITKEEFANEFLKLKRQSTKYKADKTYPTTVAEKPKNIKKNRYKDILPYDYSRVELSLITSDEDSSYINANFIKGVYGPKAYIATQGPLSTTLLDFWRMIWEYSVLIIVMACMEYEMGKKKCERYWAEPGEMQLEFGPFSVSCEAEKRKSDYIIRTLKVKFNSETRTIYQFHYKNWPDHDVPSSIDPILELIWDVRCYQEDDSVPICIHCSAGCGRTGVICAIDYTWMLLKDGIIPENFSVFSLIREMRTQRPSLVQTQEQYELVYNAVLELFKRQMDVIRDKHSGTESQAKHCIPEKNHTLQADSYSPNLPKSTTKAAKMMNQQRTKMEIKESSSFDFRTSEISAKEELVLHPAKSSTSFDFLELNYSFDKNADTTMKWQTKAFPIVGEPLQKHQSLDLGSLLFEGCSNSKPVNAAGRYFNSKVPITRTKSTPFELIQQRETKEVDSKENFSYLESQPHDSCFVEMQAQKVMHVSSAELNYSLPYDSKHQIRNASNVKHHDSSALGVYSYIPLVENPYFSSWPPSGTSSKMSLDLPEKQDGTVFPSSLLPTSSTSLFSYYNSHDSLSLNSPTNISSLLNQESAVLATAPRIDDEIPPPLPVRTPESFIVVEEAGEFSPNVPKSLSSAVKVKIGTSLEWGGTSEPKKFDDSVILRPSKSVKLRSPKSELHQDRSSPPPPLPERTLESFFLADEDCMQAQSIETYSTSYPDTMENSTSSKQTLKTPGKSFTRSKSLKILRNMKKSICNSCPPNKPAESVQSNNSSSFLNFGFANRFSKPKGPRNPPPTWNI
Rev-RRE block = HIV Rev-RRE protein-RNA interaction inhibition; P05866; Rev peptide-RRE RNA binding, FRET; inhibition, % at 8 µM; actives 0.79% (n = 97,000); AID 704;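 active means inhibition above the screen-wide mean plus 3 SD, cut at about 35% in these data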;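 further: 0% = median DMSO wells and 100% = median Neomycin B control wells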
Target sequence (P05866 whole entry, looked up): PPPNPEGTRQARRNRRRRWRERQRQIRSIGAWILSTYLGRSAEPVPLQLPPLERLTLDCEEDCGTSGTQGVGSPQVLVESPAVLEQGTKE
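Material: labelled RRE RNA duplex and labelled Rev peptide / Buffer or medium: HEPES pH 7.5 salt buffer with EDTA / Compound dosing: single point, 8 µM final nominal compound concentration / Benchmarks: DMSO low control, neomycin B high control / Timing: 5 min preincubation and 15 min binding, 25 °C / Technique: FRET fluorescence readout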
EphB4 antag = blocks human EphB4 binding to ephrin-B2. P54760. EphB4 LBD / TNYL-RAW-Alexa532 peptide, fluorescence polarization. inhibition, % at 7 µM. actives 0.15% (n = 97,000);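 active means inhibition above the screen-wide mean inhibition plus 3 SD, cut at about 15% in these data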;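 further: 0% = DMSO wells and 100% = excess unlabeled TNYL-RAW peptide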
S1P2 blocker = antagonists of human S1P2 receptor; cell-based S1P2 antagonist assay, inhibition at 5 uM; actives 0.21% (n = 97,000); inhibition, % at 5 µM; AID 736; O95136; in the data active means inhibition above about 45%;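 further: CRE beta-lactamase reporter cells expressing human S1P2 stimulated with S1P; 0% = agonist at EC80 alone and 100% = agonist plus reference antagonist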
FAK inh = FAK (human) kinase inhibition. actives 0.84% (n = 97,000). biochemical FAK kinase activity assay. inhibition, %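 (tested at 7 µM)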. Q05397. AID 727; in the data active means inhibition above about 19%;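 further: 0% = DMSO and 100% = reference compound high control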
PTPN22 inh 2 = blocks human PTPN22 phosphatase activity; Q9Y2R2; recombinant LYP catalytic domain, DiFMUP fluorescence; inhibition, % at 2 µM; actives 0.21% (n = 96,000); AID 640;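 active means inhibition at 2 µM at or above a set limit, the screen mean plus 3 SD, cut at about 24% in these data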;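 further: 0% = DMSO with enzyme and 100% = enzyme fully blocked by orthovanadate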
PostGolgi yeast = growth inhibition of a yeast mutant, post-Golgi transport screen; post-Golgi transport phenotypic cell assay; inhibition, % at 10 µM; actives 0.9% (n = 98,000); AID 739;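 further: yeast cells grown in 1536-well plates; yeast grown about 18 h at 30C before absorbance read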
PostGolgi ctrl = inhibits growth of the yeast control strain. efflux-deficient yeast background strain, growth absorbance A615, 16 h. inhibition, % at 10 µM. actives 5% (n = 98,000). AID 738
The depositor's hits bear a star. Unless noted, no stated cut-off is given here; in the data, active means inhibition above about 30%; inactive means the rest.

Results for CCCCCCCCOC(=O)C(NC(=O)CCC(=O)Nc1ccc(S(N)(=O)=O)cc1)C(O)c1ccccc1 (stereo not drawn) ?
S1P2 agonist: -10; PTPN22 act: 1; Rev-RRE block: 12; EphB4 antag: -2; S1P2 blocker: -19; FAK inh: -2; PTPN22 inh 2: 0; PostGolgi yeast: 1; PostGolgi ctrl: -4

Results for Cc1cc(=O)oc(C)c1C(=O)NC12CC3CC(CC(C3)C1)C2 ?
S1P2 agonist: -11; PTPN22 act: 0; Rev-RRE block: 4; EphB4 antag: 6; S1P2 blocker: 16; FAK inh: -3; PTPN22 inh 2: -2; PostGolgi yeast: 2; PostGolgi ctrl: -2

Results for O=C(Cn1cnc2c(nnn2-c2ccccc2)c1=O)N1CCOCC1 ?
S1P2 agonist: -2; PTPN22 act: 3; Rev-RRE block: 6; EphB4 antag: 1; S1P2 blocker: -38; FAK inh: -5; PTPN22 inh 2: -4; PostGolgi yeast: 4; PostGolgi ctrl: 10

How did O=C(Nc1ccccc1C(=O)N1CCOCC1)c1ccncc1 do in these assays?
S1P2 agonist: -3; PTPN22 act: -3; Rev-RRE block: 11; EphB4 antag: 15*; S1P2 blocker: 14; FAK inh: 5; PTPN22 inh 2: 6; PostGolgi yeast: -4; PostGolgi ctrl: 11

What do the screens show for `CSCCC(NC(=O)C1CCC(C)CC1)C(=O)O` (stereo not drawn)?
S1P2 agonist: -7; PTPN22 act: -3; Rev-RRE block: 4; EphB4 antag: -8; S1P2 blocker: -5; FAK inh: -1; PTPN22 inh 2: 0; PostGolgi yeast: 3; PostGolgi ctrl: 4

Results for CC1CCN(c2ccccc2N)CC1 ?
S1P2 agonist: -10; PTPN22 act: -8; Rev-RRE block: 9; EphB4 antag: 12; S1P2 blocker: 6; FAK inh: -3; PTPN22 inh 2: 6; PostGolgi yeast: 27; PostGolgi ctrl: -5

What do the screens show for `CCOC(=O)Cc1ccc(NC(=O)c2ccc(C(C)(C)C)cc2)cc1`?
S1P2 agonist: -6; PTPN22 act: -3; Rev-RRE block: 16; EphB4 antag: 1; S1P2 blocker: -5; FAK inh: -1; PTPN22 inh 2: 5; PostGolgi yeast: -13; PostGolgi ctrl: 14

Results for COc1cccc(NS(=O)(=O)c2ccc3c(c2)n(C)c(=O)c(=O)n3C)c1 ?
S1P2 agonist: -8; PTPN22 act: -2; Rev-RRE block: 10; EphB4 antag: 3; S1P2 blocker: 10; FAK inh: 0; PTPN22 inh 2: 6; PostGolgi yeast: -5; PostGolgi ctrl: 5

Results for COC(=O)c1nn(-c2ccccc2)c(Sc2ccc(Br)cc2)c1/C=N/O ?
S1P2 agonist: -4; PTPN22 act: 8; Rev-RRE block: 2; EphB4 antag: 4; S1P2 blocker: 3; FAK inh: -1; PTPN22 inh 2: -4; PostGolgi yeast: 3; PostGolgi ctrl: 9

Results for Cn1c(=O)c2c(nc(OC/C=C/c3ccccc3)n2C)n(C)c1=O ?
S1P2 agonist: -4; PTPN22 act: 6; Rev-RRE block: 4; EphB4 antag: -3; S1P2 blocker: -14; FAK inh: 8; PTPN22 inh 2: -8

The closing four entries of the part above come first, to join the parts.
What do the screens show for `CCOC(=O)Cc1ccc(NC(=O)c2ccc(C(C)(C)C)cc2)cc1`?
S1P2 agonist: -6; PTPN22 act: -3; Rev-RRE block: 16; EphB4 antag: 1; S1P2 blocker: -5; FAK inh: -1; PTPN22 inh 2: 5; PostGolgi yeast: -13; PostGolgi ctrl: 14

Results for COc1cccc(NS(=O)(=O)c2ccc3c(c2)n(C)c(=O)c(=O)n3C)c1 ?
S1P2 agonist: -8; PTPN22 act: -2; Rev-RRE block: 10; EphB4 antag: 3; S1P2 blocker: 10; FAK inh: 0; PTPN22 inh 2: 6; PostGolgi yeast: -5; PostGolgi ctrl: 5

Results for COC(=O)c1nn(-c2ccccc2)c(Sc2ccc(Br)cc2)c1/C=N/O ?
S1P2 agonist: -4; PTPN22 act: 8; Rev-RRE block: 2; EphB4 antag: 4; S1P2 blocker: 3; FAK inh: -1; PTPN22 inh 2: -4; PostGolgi yeast: 3; PostGolgi ctrl: 9

Results for Cn1c(=O)c2c(nc(OC/C=C/c3ccccc3)n2C)n(C)c1=O ?
S1P2 agonist: -4; PTPN22 act: 6; Rev-RRE block: 4; EphB4 antag: -3; S1P2 blocker: -14; FAK inh: 8; PTPN22 inh 2: -8

Results for Cc1cc(C(=O)N(C)CC(=O)Nc2ccccc2C(F)(F)F)c(C)o1 ?
S1P2 agonist: -5; PTPN22 act: 1; Rev-RRE block: -2; EphB4 antag: -6; S1P2 blocker: 1; FAK inh: -1; PTPN22 inh 2: -4; PostGolgi yeast: -5; PostGolgi ctrl: -1

Results for O=C(NCc1ccco1)C(Cc1ccccc1)NS(=O)(=O)c1cccc2nsnc12 (stereo not drawn) ?
S1P2 agonist: -7; PTPN22 act: 4; Rev-RRE block: 1; EphB4 antag: 2; S1P2 blocker: -4; FAK inh: 0; PTPN22 inh 2: -7; PostGolgi yeast: 10; PostGolgi ctrl: -1

What do the screens show for `Cn1c(=O)[nH]c(=O)c2c1nc(CN(Cc1ccccc1)Cc1ccccc1)n2CCN1CCOCC1`?
S1P2 agonist: -5; PTPN22 act: 4; Rev-RRE block: 4; EphB4 antag: 8; S1P2 blocker: 21; FAK inh: 0; PTPN22 inh 2: -6; PostGolgi yeast: -2; PostGolgi ctrl: 5

How did Cc1ccccc1NC(=O)NC1(C(=O)NCCCN2CCOCC2)CCCCC1 do in these assays?
S1P2 agonist: -5; PTPN22 act: -5; Rev-RRE block: 7; EphB4 antag: 4; S1P2 blocker: 3; FAK inh: 1; PTPN22 inh 2: 4

What do the screens show for `C=CCn1c(CNC(=O)c2cccs2)nnc1SCC(=O)Nc1ccc(C(=O)O)cc1`?
S1P2 agonist: -1; PTPN22 act: 1; Rev-RRE block: 4; EphB4 antag: 0; S1P2 blocker: 15; FAK inh: 1; PTPN22 inh 2: 2; PostGolgi yeast: -2; PostGolgi ctrl: 25

Results for COc1cc(/C=C(/C(=O)c2cccs2)c2nc3ccccc3[nH]2)cc(OC)c1O ?
S1P2 agonist: -9; PTPN22 act: 0; Rev-RRE block: 7; EphB4 antag: 6; S1P2 blocker: 44; FAK inh: 1; PTPN22 inh 2: 0; PostGolgi yeast: -3; PostGolgi ctrl: 4

Results for CCN(CC)c1ccc(C2NCC(c3ccc([N+](=O)[O-])cc3)O2)cc1 (stereo not drawn) ?
S1P2 agonist: -8; PTPN22 act: 3; Rev-RRE block: 7; EphB4 antag: -3; S1P2 blocker: 3; FAK inh: 0; PTPN22 inh 2: -3

Results for O=C1CSC(c2cn(-c3ccccc3)nc2-c2cc3ccccc3oc2=O)N1Cc1ccccc1 (stereo not drawn) ?
S1P2 agonist: -7; PTPN22 act: 4; Rev-RRE block: -2; EphB4 antag: 3; S1P2 blocker: -1; FAK inh: 1; PTPN22 inh 2: -1; PostGolgi yeast: -5; PostGolgi ctrl: 22

Results for CSc1nnc(NC(=O)c2cc3ccccc3oc2=O)s1 ?
S1P2 agonist: -4; PTPN22 act: -3; Rev-RRE block: 5; EphB4 antag: -6; S1P2 blocker: 2; FAK inh: -7; PTPN22 inh 2: 1; PostGolgi yeast: -6; PostGolgi ctrl: 16

Results for CC12CCC(C(=O)Nc3ccccc3N3CCOCC3)(CC1=O)C2(C)C (stereo not drawn) ?
S1P2 agonist: -5; PTPN22 act: -17; Rev-RRE block: -1; EphB4 antag: 2; S1P2 blocker: 1; FAK inh: -3; PTPN22 inh 2: 15; PostGolgi yeast: 1; PostGolgi ctrl: 2

How did O=c1c2ccccc2nc(CSc2nnnn2-c2ccccc2)n1-c1cccc(C(F)(F)F)c1 do in these assays?
S1P2 agonist: -3; PTPN22 act: 3; Rev-RRE block: 18; EphB4 antag: 1; S1P2 blocker: -8; FAK inh: 0; PTPN22 inh 2: -3; PostGolgi yeast: 4; PostGolgi ctrl: 0

Results for CCO/C=N/c1c(C#N)c(CC#N)nn1-c1ccccc1 ?
S1P2 agonist: -7; PTPN22 act: -6; Rev-RRE block: 19; EphB4 antag: 2; S1P2 blocker: -7; FAK inh: 0; PTPN22 inh 2: 6; PostGolgi yeast: -1; PostGolgi ctrl: 2

How did Cc1cccc(-n2c(=O)[nH]c3c(C(N)=O)nc(C(C)C)nc32)c1 do in these assays?
S1P2 agonist: -2; PTPN22 act: -2; Rev-RRE block: 6; EphB4 antag: -3; S1P2 blocker: -13; FAK inh: 1; PTPN22 inh 2: 4; PostGolgi yeast: 4; PostGolgi ctrl: 12

What do the screens show for `Cc1cc(-c2ccccc2C(=O)O)on1`?
S1P2 agonist: -5; PTPN22 act: 1; Rev-RRE block: 7; EphB4 antag: -3; S1P2 blocker: 8; FAK inh: -1; PTPN22 inh 2: -4; PostGolgi yeast: -6; PostGolgi ctrl: 12

What do the screens show for `CC1(Cc2ccc3c(c2)OCO3)NC(=O)NC1=O` (stereo not drawn)?
S1P2 agonist: -5; PTPN22 act: -2; Rev-RRE block: 5; EphB4 antag: -7; S1P2 blocker: 12; FAK inh: 1; PTPN22 inh 2: 0; PostGolgi yeast: 1; PostGolgi ctrl: -3

What do the screens show for `COc1cccc(C2C(C(=O)Nc3nc4ccccc4s3)=C(C)NC3=C2C(=O)CC(C)(C)C3)c1OC` (stereo not drawn)?
S1P2 agonist: 11; PTPN22 act: -4; Rev-RRE block: -4; EphB4 antag: -8; S1P2 blocker: -17; FAK inh: -1; PTPN22 inh 2: 6; PostGolgi yeast: 11; PostGolgi ctrl: 24

How did Cc1ccc2c(CSc3nc4nc(C)cc(C)n4n3)cc(=O)oc2c1 do in these assays?
S1P2 agonist: 14; PTPN22 act: 8; Rev-RRE block: -1; EphB4 antag: -2; S1P2 blocker: -34; FAK inh: 0; PTPN22 inh 2: -4; PostGolgi yeast: -5; PostGolgi ctrl: 2

What do the screens show for `Cc1nnc(SCC(=O)Nc2ncc3c(n2)CC(C)(C)CC3=O)s1`?
S1P2 agonist: -4; PTPN22 act: 6; Rev-RRE block: 7; EphB4 antag: 2; S1P2 blocker: 1; FAK inh: 4; PTPN22 inh 2: -3; PostGolgi yeast: -1; PostGolgi ctrl: 9

How did O=C(Cn1c(=O)oc2cc(S(=O)(=O)N3CCc4ccccc43)ccc21)N1CCCCC1 do in these assays?
S1P2 agonist: -5; PTPN22 act: -4; Rev-RRE block: 5; EphB4 antag: -5; S1P2 blocker: -8; FAK inh: -5; PTPN22 inh 2: 2; PostGolgi yeast: -10; PostGolgi ctrl: 2

What do the screens show for `COCCn1c(SCC(=O)Nc2cccc(OC)c2)nnc1-c1ccc(Cl)cc1`?
S1P2 agonist: 1; PTPN22 act: 1; Rev-RRE block: 17; EphB4 antag: -1; S1P2 blocker: -10; FAK inh: -1; PTPN22 inh 2: -1; PostGolgi yeast: -4; PostGolgi ctrl: -1

How did CCCN(CCC)C(=O)CC(c1ccccc1)c1ccc(C)cc1O (stereo not drawn) do in these assays?
S1P2 agonist: -2; PTPN22 act: 6; Rev-RRE block: 7; EphB4 antag: -1; S1P2 blocker: -34; FAK inh: 1; PTPN22 inh 2: -4; PostGolgi yeast: 5; PostGolgi ctrl: 17

Results for CC1CCN(C(=S)NCCc2ccccc2)CC1 ?
S1P2 agonist: 1; PTPN22 act: 0; Rev-RRE block: -4; EphB4 antag: 6; S1P2 blocker: -2; FAK inh: 5; PTPN22 inh 2: 2; PostGolgi yeast: 3; PostGolgi ctrl: 9

What do the screens show for `O=S(=O)(c1ccc(Nc2ccc3c(c2)OCO3)nc1)N1CCOCC1`?
S1P2 agonist: -4; PTPN22 act: 20; Rev-RRE block: 5; EphB4 antag: -4; S1P2 blocker: 10; FAK inh: -1; PTPN22 inh 2: -23; PostGolgi yeast: 2; PostGolgi ctrl: 16
